# Assay outcomes: PubChem BioAssay, National Center for Advancing Translational Sciences (NCATS)
# AmpC inh detg = AmpC beta-lactamase inhibition with detergent present; P00811; AmpC hydrolysis of nitrocefin, absorbance 480 nm, 0.01% Triton; Potency, µM (highest dose often 114 µM), without a hit: at the top dose activity change, negative = inhibition, actives largely listed as inhibitors; 0.041% of 370,000 active;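 further: potency means the concentration at half of the fitted maximal effect; 0% = no-compound wells and -100% = no-enzyme wells; nearly all actives have a fitted effect of over 25% in size; some results filed as inactive show a strong effect at the top dose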
# Target sequence (P00811 whole entry, looked up): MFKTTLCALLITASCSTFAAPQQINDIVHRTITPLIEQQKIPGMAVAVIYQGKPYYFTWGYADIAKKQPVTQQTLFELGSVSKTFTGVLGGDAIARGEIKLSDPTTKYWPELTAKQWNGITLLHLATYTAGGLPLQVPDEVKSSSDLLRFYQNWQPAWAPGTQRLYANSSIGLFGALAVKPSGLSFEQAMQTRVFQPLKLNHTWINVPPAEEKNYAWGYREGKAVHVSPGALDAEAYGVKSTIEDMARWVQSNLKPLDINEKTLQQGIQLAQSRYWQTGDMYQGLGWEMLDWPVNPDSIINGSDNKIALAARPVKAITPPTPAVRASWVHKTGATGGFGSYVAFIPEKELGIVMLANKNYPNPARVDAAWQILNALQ
#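 AmpC (5.3 nM in the dispensed reagent) in 20 mM phosphate pH 7.0 with 0.01% (detergent screen) or 0.0001% Triton X-100 was preincubated with compounds for 15 min at room temperature. Nitrocefin was then added from an 800 uM solution, and hydrolysis was followed at 480 nm.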
# HCMV inh = blocks human cytomegalovirus replication. HFF cells, HCMV-luciferase reporter, 72 h; stronger effect = lower value. activity change, negative = inhibition, % at 57.5 µM. 4.5% of 410,000 active; in the data active means activity change below about -60%; inconclusive means no clear call, values can overlap the other calls; inactive means above about -39%; further: on the % scale 0 is the no-effect control and ±100 the full control effect
#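 Two-dose cell screen: HFF monolayers treated with compounds and infected with luciferase-expressing HCMV at 1 PFU/cell, 72 h at 37C, then lysed for luciferase measurement.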
# CHX counter = counter-screen for Shiga toxin inhibitors: cycloheximide protein synthesis inhibition; cell reporter, cycloheximide protein synthesis inhibition counterscreen; max response, %; 12% of 300,000 active; in the data active means max response mostly above about 13%, no sharp cut-off; inactive means mostly below about 14%; further: read at 38.3 µM for the half of the compounds with a filed dose; 0% is about no effect
# FBPA Giardia inh = inhibitors of Giardia lamblia fructose-1,6-bisphosphate aldolase. A8B2U2. purified Giardia FBPA. Potency, µM (doses to about 59.6 µM), inactives show at the top dose activity, negative = inhibition, most hits filed as inhibitors. 0.71% of 290,000 active. AID 2451; further: potency means the concentration at half of the fitted maximal effect; on the % scale 0 is the no-effect control and ±100 the full control effect; nearly all actives have a fitted effect of over 55% in size
# Target sequence (A8B2U2 whole entry, looked up): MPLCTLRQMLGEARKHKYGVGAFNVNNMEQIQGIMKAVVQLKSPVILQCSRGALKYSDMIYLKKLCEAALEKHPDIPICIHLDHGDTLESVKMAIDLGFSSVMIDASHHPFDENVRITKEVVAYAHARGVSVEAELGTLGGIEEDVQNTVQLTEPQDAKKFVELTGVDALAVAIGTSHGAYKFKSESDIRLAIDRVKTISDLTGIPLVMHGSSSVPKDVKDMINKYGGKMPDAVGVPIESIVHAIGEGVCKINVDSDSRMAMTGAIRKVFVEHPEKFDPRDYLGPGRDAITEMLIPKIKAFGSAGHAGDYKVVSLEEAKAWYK
#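 40 nM FBPA preincubated 10 min at RT with compound (up to 57.5 uM final), then substrate plus GAPDH/TPI/NAD/arsenate coupling and diaphorase/resazurin added. Fluorescence read after 20 min at RT, 525/598 nm.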
# Shiga inhibitor = blocks Shiga toxin action in Vero cells. inhibition, % at 38.7 µM. 9.2% of 290,000 active. Vero cells, Shiga toxin protein synthesis inhibition reporter; in the data active means inhibition mostly above about 28%, no sharp cut-off; inactive means mostly below about 43%; further: 0% is about no effect
# AMA1 RON2 block = AMA1-RON2 (P. falciparum) interaction inhibition; AlphaScreen AMA1-biotinylated RON2 peptide binding; AID 720542; 0.2% of 360,000 active; Potency, µM (titrated, usually from 58.2 µM), inactives show top-dose activity change, negative = inhibition, most hits filed as inhibitors;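 further: potency means the concentration at half of the fitted maximal effect; 0% = vehicle wells and -100% = peptide control; nearly all actives have a fitted effect of over 45% in size; some results filed as inactive show a strong effect at the top dose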
#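 AMA1 (3D7) with his tag at 25 nM final met compounds first, then biotinylated RON2 peptide at 25 nM; detection used donor plus acceptor beads, 10 µg/mL apiece, read by AlphaScreen after 30 min at room temperature.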
# AmpC no deterg = blocks E. coli AmpC beta-lactamase in detergent-free assay. Potency, µM (doses to about 57.1 µM), without a hit: at the highest dose activity change, negative = inhibition, usual class: inhibitors. 0.52% of 330,000 active. P00811. AmpC nitrocefin hydrolysis, absorbance 480 nm, 0.0001% Triton;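 further: potency means the concentration at half of the fitted maximal effect; plate controls were no compound for no effect and no enzyme for full effect; nearly all actives have a fitted effect of over 20% in size; some results filed as inactive show a strong effect at the top dose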
#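 AmpC (5.3 nM in the dispensed reagent) in 20 mM phosphate pH 7.0 with 0.01% (detergent screen) or 0.0001% Triton X-100 was preincubated with compounds for 15 min at room temperature. Nitrocefin was then added from an 800 uM solution, and hydrolysis was followed at 480 nm.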
# * marks the source's active call; other numbers are inactive results; ? = inconclusive; . = no result given; & = joins results of further samples; [ ] = another dose, or the depositor's remark. Unless noted, the call rests on the fitted dose curve; in most records, active means well fitted curve in the direction sought with a large enough effect; inconclusive means small, poorly fitted or top-dose-only effect, or another doubt; inactive means no such curve, though single readings can be large; an effect the other way counts as inactive or inconclusive.
Molecule	AmpC inh detg	CHX counter	AmpC no deterg	Shiga inhibitor	AMA1 RON2 block	FBPA Giardia inh	HCMV inh
CN(C)S(=O)(=O)c1cccc(NC(=O)COC(=O)c2cc3ccccc3oc2=O)c1	6%	51*	-3%	134*	11%	1%	-33
COc1cnn(-c2ccc(F)cc2)c(=O)c1Br	0%	13	12%	7	-3%	7%	4
Cn1cc(C(=O)O)c(-c2ccc3c(c2)OCCCO3)n1	0%	-4	-17%	-5	9%	-4%	48
CCOc1ccc(CSC(CC(=O)O)C(=O)O)cc1 (stereo not given)	?	5	-3%	15	-13%	1%	-15
COc1cc(-c2cc(=O)c3c(O)c(OC)c(OC)cc3o2)cc(OC)c1O	6%	-2	-26%	-3	11%	-18%	-15
O=C(CSc1nnc(COc2ccccc2)o1)N1CCN(c2ccccc2)CC1	?	-3	-11%	-1	1%	0%	0
COCCN(CCOC)c1cc(C)c(C#N)c2nc3ccccc3n12	0%	-2	-10%	12	-5%	9%	22
COc1ccc(NC(=S)N(CCCN2CCOCC2)C(C)c2cc3ccccc3o2)cc1 (stereo not given)	?	0	150%[activator]	15	-3%	-6%	-23
Cn1nccc1C(=O)N1CCN(S(=O)(=O)c2ccc(Br)s2)CC1	4%	0	6%	-10	-15%	.	-28
COc1ccc(CNC(=O)CNS(=O)(=O)c2cccc(C#N)c2)cc1OC	4%	1	-4%	-9	-8%	3%	16
Cc1cc(Oc2cc(NN3CCCCC3)c([N+](=O)[O-])cc2[N+](=O)[O-])c(C(=O)c2ccccc2)cc1Cl	-1%	-3	-41%	10	?	0%	-12
CCc1ccc(NC(=O)C2(c3ccccc3)CC2(Cl)Cl)cc1 (stereo not given)	3%	-4	-35%	-6	8%	.	?
CC(=O)c1ccc(S(=O)(=O)N(C)CCCC(=O)NCc2ccc3c(c2)OCO3)cc1	-3%	.	5%	.	-10%	.	21
C[C@H]1CN([C@@H](C)CO)C(=O)c2cc(NC(=O)NC3CCCCC3)ccc2O[C@H]1CN(C)C(=O)Nc1ccc(C(F)(F)F)cc1	.	.	209%[activator]	.	0%	.	79
OC(COc1ccc2ccccc2c1)CN1CCOCC1 (stereo not given)	?	24*	2%	27*	3%&17%	-11%	21&160
Cc1c(C)n(CCN(C)C)c2ccc(C(=O)OCCN(C)C)cc12	2%	1	1%	11	-11%	.	-10
COCCCNC(=O)c1ccc(Cn2c(=O)c3ccccc3n(Cc3ccccc3C#N)c2=O)cc1	4%	-2	149%[activator]	-15	0%	9%	1
CN(Cc1cccs1)C(=O)CCc1c[nH]c2ccccc12	-2%	16*	-20%	60	-20%	0%	-22
CC(C)[C@H](NC(=O)C1CC(=O)N(c2ccc3c(c2)OCCO3)C1)C(=O)NC1CCCC1 (stereo not given in full)	0%	-1	-6%	-5	-8%	-13%	0
C=CCOC(/C=C/c1ccccc1)C[Si](C)(C)C (stereo not given)	.	13	.	-1	.	0%	.
CCC(=O)N(Cc1ccc(S(N)(=O)=O)cc1)C1CC(=O)N(c2ccc(OC)cc2)C1=O (stereo not given)	-3%	-3	?	-9	4%	3%	-6
O=C(Nc1ccccc1N1CCN(C(=O)c2ccc(Cl)cc2)CC1)c1cc2ccccc2o1	-13%	-2	-30%	-11	-10%	-4%	28
C=CCC[C@@H](Cc1ccc(F)cc1)C(=O)OC[C@@H](NC(=O)[C@@H](CC=C)CC(=O)N[C@H](CO)Cc1ccccc1)C(C)(C)C	.	.	171%[activator]	.	1%	.	5
CC(C)c1ccc(C2C3=C(CC(C)(C)CC3=O)NC3=C2C(=O)c2ccccc23)cc1 (stereo not given)	-3%	-1	-37%	-19	?	0%	-72*
Cc1cccc(-c2nsc(SCC(=O)NCc3ccco3)n2)c1	-7%	23*	-11%	9	-5%	-3%	-6
Cc1ccc(Cc2cc(C)n[nH]c2=O)cc1	-2%	-3	-12%	-3	-3%	4%	-6
Cn1nc(C(F)(F)F)c(/C=N/OC(=O)c2ccccc2)c1Cl	0%	9	-15%	-16	?	4%	20
COc1ccc(Nc2cc(C(=O)NCc3cccnc3)c3ccccc3n2)c(OC)c1	0%	29	117%[activator]	19	.	-10%	.
COc1cccc2[nH]c3c(=O)n(CCCN4CCOCC4)cnc3c12	-10%	-2	-17%	3	5%	-6%	-25
C/C(=N/N=C1\SCC(=O)N1c1ccccc1)c1ccc(C)cc1	-4%	-1	-12%	-5	-14%	8%	25
CCc1c(C)c2ccc(OCC(=O)NCC3CCC(C(=O)O)CC3)cc2oc1=O (stereo not given)	?	-5	-8%	-6	-7%	16%	17
Cn1c(=O)n(C)c2cc([N+](=O)[O-])c(N3CCN(C(=O)c4ccccc4Cl)CC3)cc21	-5%	-1	129%[activator]	-14	-5%	3%	-78*
CC(C)(C)C(=O)COC(=O)c1ccccc1O	3%	13	-12%	20	18%	3%	-3
CC(=O)Nc1ccc(NC(=O)C(C)n2c3ccccc3c3nc(=O)cc(C)n32)cc1 (stereo not given)	-3%	10	4%	-14	-20%	2%	63
O=C(COC(=O)c1ccc(Cl)c(S(=O)(=O)N2CCc3ccccc3C2)c1)Nc1ncc(Cl)cc1Cl	?	-2	-37%	-4	-4%	3%	0
COc1ccc(CN2C(=O)CNC2=S)cc1	-1%	-4	-25%	-7	39%[activator]	11%	?
O=C(Nc1ncc2c(n1)CC(c1cccc(Cl)c1)CC2=O)c1ccco1 (stereo not given)	2%	2	52%	11	-15%	.	49
Cc1ccc(/C=N/n2c(-c3ccncc3)n[nH]c2=S)s1	0%	-2	-15%	-1	43%[activator]	-15%	?
CCOc1ccc2[nH]c(=O)c(CN(Cc3ccco3)C(CC)c3nnnn3Cc3ccccc3)cc2c1 (stereo not given)	-12%	1	-1%	24	7%	-17%	?
COc1ccc(C(=O)NCCS(=O)(=O)NCc2cccs2)cc1	-7%	.	-5%	.	3%	.	-32
O=C(c1ccc(Br)o1)N1N=C(c2ccc(Cl)cc2)CC1c1ccco1 (stereo not given)	1%	25	43%	31	-28%	.	?
O=C(O)C#Cc1cccc2ccccc12	5%	0	-2%	20	4%	5%	0
CCCCCn1c(=O)c(C(=O)NCc2ccccn2)c(O)c2ccccc21	-9%	-2	-12%	21	-3%	?	?
COCCNC(=O)c1onc(CSc2cc(C)cc(C)c2)c1C(=O)NCCOC	-9%	-2	158%[activator]	1	6%	8%	14
Cn1nnc(NC(=O)C(c2ccccc2)c2ccccc2)n1	?	2	-7%	4	5%	-3%	30
COc1cc(/C=N/NC(=O)c2cc(-c3ccccc3)nc3ccccc23)ccc1O	8%	23*	0%	45*	23%	-1%	-67*
CC(C)CC(NC(=O)C1CCC(C)CC1)C(=O)NCc1cccnc1 (stereo not given)	2%	-5	0%	-6	-6%	7%	40
CC(C)(C)Nc1nc(OCC#N)nc(N2CCCCC2)n1	-4%	-1	24%	17	-2%	17%	?
COc1cccc(-c2nc(N3CCCCC3C)c3ccccc3n2)c1O (stereo not given)	?	2	21%	-14	-26%	0%	115
CC(C)(C)NC(=O)NCc1ccco1	2%	-2	-11%	12	2%	8%	11
CCCCNC(=O)c1cc2nc3c(c(C(F)(F)F)n2n1)CCc1ccccc1-3	-1%	2	-29%	-9	-8%	.	24
COc1ccc(COC(=O)Oc2ccc(CNC(C)=O)cc2OC)c([N+](=O)[O-])c1	2%	.	118%[activator]	.	-1%	.	1
COc1cc2nc(N(CCCN(C)C)C(=O)c3ccc(S(=O)(=O)N4CCc5ccccc5C4)cc3)sc2cc1OC	?	.	?	.	-11%	.	-12
O=C(c1csc2ccccc12)N1CCN(c2ccccn2)CC1	-4%	-4	-7%	-8	-7%	9%	-36
COc1ccc(CCNC(=O)CN(c2cc([N+](=O)[O-])ccc2OC)S(C)(=O)=O)cc1	-3%	-1	6%	-9	-12%	0%	1
COc1ccc(C(=O)C2CCCN(C(=O)c3cccc(N(C)C)c3)C2)cc1OC (stereo not given)	0%	8	104%[activator]	-2	-3%	.	6

# The listing continues:
Molecule	AmpC inh detg	CHX counter	AmpC no deterg	Shiga inhibitor	AMA1 RON2 block	FBPA Giardia inh	HCMV inh
CCOC(=O)C1=C(C)NC(SCC(=O)Nc2nc(C)cs2)=C(C#N)C1c1cccs1 (stereo not given)	-5%	12	-22%	24	.	-12%	-40
O=C(NCN1C(=O)C2C3C=CC(C3)C2C1=O)Nc1nccs1 (stereo not given)	?	-1	-13%	5	46%[activator]	1%	-12
O=C(NCc1ccccc1Cl)C1CCN(C(=O)c2ccco2)CC1	5%	2	2%	-11	-8%	-6%	.
Cc1[nH]c2ccccc2c1C(=O)COC(=O)C1CCC1	?	23*	-38%	40	-1%	-2%	25
Cc1nn(Cc2ccccc2)c(N)c1-c1ccccc1	-3%	3	-9%	14	-5%	3%	-8
COc1ccc(C(=O)NC2CC3CCCC(C2)N3Cc2ccccc2)cc1 (stereo not given)	1%	3	-11%	14	3%	-13%	19
COc1ccc(CSc2nnc(N)s2)cc1F	1%	43*	-29%	86*	-8%	3%	8
O=C1CCC(C(=O)N2CCC(O)(c3ccccc3)CC2)CN1CCc1ccccc1 (stereo not given)	0%	-1	88%[activator]	-9	6%	.	.

# Nothing new here: entries from further up.
Molecule	AmpC inh detg	CHX counter	AmpC no deterg	Shiga inhibitor	AMA1 RON2 block	FBPA Giardia inh	HCMV inh
Cc1nn(Cc2ccccc2)c(N)c1-c1ccccc1	-3%	3	-9%	14	-5%	3%	-8
COc1ccc(C(=O)NC2CC3CCCC(C2)N3Cc2ccccc2)cc1 (stereo not given)	1%	3	-11%	14	3%	-13%	19
COc1ccc(CSc2nnc(N)s2)cc1F	1%	43*	-29%	86*	-8%	3%	8
O=C1CCC(C(=O)N2CCC(O)(c3ccccc3)CC2)CN1CCc1ccccc1 (stereo not given)	0%	-1	88%[activator]	-9	6%	.	.

# More structures follow.
Molecule	AmpC inh detg	CHX counter	AmpC no deterg	Shiga inhibitor	AMA1 RON2 block	FBPA Giardia inh	HCMV inh
N#CC1=C(N)N(c2ccccc2)C(=O)C1	-14%	-2	-16%	13	13%	-9%	-8
Cc1c(Br)c([N+](=O)[O-])nn1CC(=O)N1CCN(Cc2ccccc2)CC1	-1%	14*	182%[activator]	23	-4%	-9%	?
Cc1occc1-c1nnc(SCC(=O)Nc2ccc(F)cc2)n1Cc1ccccc1	-5%	-2	1%	16	-2%	4%	16
O=c1[nH]cnc(O)c1C(c1ccc(F)cc1)c1c(O)nc[nH]c1=O	-13%	-3	-8%	9	5%	-28%	10
